PAFAH1B2 inh – PAFAH1B2 (human) inhibition. P68402. AID 492953. hit rate 1.2% among 340,000. recombinant PAFAH1B2, FP-rhodamine activity probe, fluorescence polarization. inhibition, % at 3.39 µM;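 active means inhibition above the mean of all tested compounds plus 3 SD, cut at about 24% in these data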;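 further: 0% = enzyme with DMSO and 100% = wells lacking PAFAH1B2; many of its hits are not listed in these tables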
Target sequence (P68402 whole entry, looked up): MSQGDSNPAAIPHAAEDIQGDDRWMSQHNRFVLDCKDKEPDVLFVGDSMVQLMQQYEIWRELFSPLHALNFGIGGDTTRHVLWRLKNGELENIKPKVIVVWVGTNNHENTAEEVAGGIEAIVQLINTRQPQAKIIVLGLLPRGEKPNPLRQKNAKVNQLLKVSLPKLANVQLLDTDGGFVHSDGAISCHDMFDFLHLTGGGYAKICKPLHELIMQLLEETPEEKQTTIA
PAFAH2 FP inh – inhibitors of human PAFAH2. Q99487. recombinant PAFAH2, FP-rhodamine activity probe, fluorescence polarization. inhibition, % at 3.39 µM. hit rate 0.99% among 340,000;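 active means inhibition above the mean over all tested compounds plus 3 SD, cut at about 30% in these data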;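 further: inhibitors block probe labeling of enzyme so polarization drops; 0% = enzyme with DMSO and 100% = wells lacking PAFAH2 protein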
PME-1 primary – PME-1 (human) inhibition | hit rate 0.53% among 320,000 | inhibition, % at 5.9 µM | recombinant PME-1, FP-Rh probe fluorescence polarization | Q9Y570;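 active means inhibition above the campaign mean of all compounds plus 3 SD, cut at about 26% in these data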;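 further: competitive labeling of PME-1 active site by serine hydrolase directed probe; 0% = PME-1 with DMSO and 100% = wells lacking PME-1 enzyme; inhibitors block probe labeling so polarization falls and inhibition rises; many of its hits are not listed in these tables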
LYPLA2 inh – counter-screen for PME1 inhibitors: inhibitors of human LYPLA2; recombinant LYPLA2, FP-Rh probe fluorescence polarization; inhibition, % at 5.9 µM; hit rate 0.38% among 320,000; AID 2177;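 active means inhibition above the screen-wide mean plus 3 SD, limit set per campaign, cut at about 26% in these data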;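 further: 0% = LYPLA2 with DMSO and 100% = wells lacking LYPLA2 enzyme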
GSTO1 counter – blocks human GSTO1 in RBBP9 counter-screen | P78417 | recombinant GSTO1, activity-based probe fluorescence polarization | hit rate 1.1% among 300,000 | inhibition, % at 5.96 µM | AID 1974;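 active means inhibition above the campaign mean inhibition plus 3 SD, cut at about 35% in these data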;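 further: 0% = GSTO1-1 with DMSO and 100% = wells lacking GSTO1-1 enzyme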
PAFAH1B3 inh – PAFAH1B3 (human) inhibition; Q15102; recombinant PAFAH1B3, FP-rhodamine probe, fluorescence polarization; inhibition, % at 3.39 µM; hit rate 0.28% among 340,000; AID 492972;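 active means inhibition above the screen-wide average of all tested compounds plus 3 SD, cut at about 25% in these data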;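 further: 0% = enzyme with DMSO only and 100% = wells lacking PAFAH1B3 protein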
LYPLA1 counter – LYPLA1 (human) inhibition in PME1 counter-screen; recombinant LYPLA1, FP-Rh probe fluorescence polarization; inhibition, % at 5.9 µM; O75608; hit rate 0.16% among 320,000;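 active means inhibition above the mean of all tested compounds plus 3 SD, set per campaign, cut at about 14% in these data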;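 further: inhibitors block serine hydrolase probe labeling of LYPLA1 so polarization falls; 0% = enzyme with DMSO and 100% = wells lacking LYPLA1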
PAD4 inh – blocks human protein arginine deiminase 4; Q9UM07; recombinant PAD4, RCA probe fluorescence polarization; inhibition, % at 6.36 µM; hit rate 0.41% among 330,000; AID 485272;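 active means percent inhibition above a cutoff equal to the mean of all tested compounds plus 3 SD, cut at about 15% in these data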;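 further: 0% = PAD4 with RCA probe and DMSO and 100% = probe without PAD4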
Target sequence (Q9UM07 whole entry, looked up): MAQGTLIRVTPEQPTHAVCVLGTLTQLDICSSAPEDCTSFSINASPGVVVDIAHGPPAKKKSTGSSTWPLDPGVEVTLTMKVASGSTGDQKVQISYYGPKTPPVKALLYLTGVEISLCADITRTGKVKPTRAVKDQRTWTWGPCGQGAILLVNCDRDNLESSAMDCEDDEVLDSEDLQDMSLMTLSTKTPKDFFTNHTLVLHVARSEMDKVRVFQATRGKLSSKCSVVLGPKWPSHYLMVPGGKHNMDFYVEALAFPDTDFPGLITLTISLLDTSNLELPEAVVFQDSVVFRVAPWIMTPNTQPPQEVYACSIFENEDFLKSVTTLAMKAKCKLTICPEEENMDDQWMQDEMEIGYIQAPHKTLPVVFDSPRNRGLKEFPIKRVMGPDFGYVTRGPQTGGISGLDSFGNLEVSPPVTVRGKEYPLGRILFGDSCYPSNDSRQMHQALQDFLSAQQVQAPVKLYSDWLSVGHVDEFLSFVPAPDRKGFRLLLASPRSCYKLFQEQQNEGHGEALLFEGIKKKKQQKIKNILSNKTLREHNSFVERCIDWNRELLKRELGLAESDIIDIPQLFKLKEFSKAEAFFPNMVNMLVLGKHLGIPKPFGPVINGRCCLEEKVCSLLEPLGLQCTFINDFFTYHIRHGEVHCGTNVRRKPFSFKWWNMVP
pPAFAH inh – pPAFAH (human) enzyme inhibition. Q13093. recombinant pPAFAH, FP-rhodamine probe fluorescence polarization. hit rate 1.5% among 330,000. inhibition, % at 3.39 µM;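 active means inhibition above the mean inhibition across the screen plus 3 SD, cut at about 25% in these data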;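 further: inhibitors block binding of the rhodamine activity-based probe so polarization drops; 0% = enzyme with DMSO and 100% = wells lacking pPAFAH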
The depositor's hits bear a star; . = not tested or not shown. An excerpt; rates above refer to the full screens.

entry	canonical_smiles	PAFAH1B2 inh	PAFAH2 FP inh	PME-1 primary	LYPLA2 inh	GSTO1 counter	PAFAH1B3 inh	LYPLA1 counter	PAD4 inh	pPAFAH inh
1	COc1cccc(C(=O)NC2CC(C)(C)NC(C)(C)C2)c1OC	3.3	-0.6	-5.3	-5.7	6.4	-0.2	-0.7	-4.7	-3.7
2	CN(CC(=O)N1CC(=O)N(CCc2ccccc2)C(=O)C1)S(=O)(=O)c1cccc2nsnc12	6.2	1.9	5.3	-2.5	1.6	-0.7	-2.1	4.9	1.3
3	CCOC(=O)N1CCC(NC(=O)c2ccc3c(c2)N(C)CCS3)CC1	0.9	-2.7	0.5	0.6	8.8	-6.2	0.3	2.1	3.6
4	O=C(Cc1ccc(Cl)cc1)NCCCn1ccnc1	-2.8	-5.0	-2.5	-1.0	-6.3	5.5	0.9	-0.4	6.7
5	CC(C)(C)n1nnnc1C(c1cccnc1)N1CCOCC1 (stereo not given)	1.7	-1.3	4.4	-1.7	5.1	6.7	-6.3	-0.4	1.4
6	CC1C(=O)Nc2ccccc2N1C(=O)c1ccc(Cl)c(Cl)c1 (stereo not given)	15.8	-4.4	-1.4	4.0	-0.5	-2.3	-1.3	-2.2	1.3
7	O=c1[nH]c(C2CCN(S(=O)(=O)c3ccc4c(c3)OCCO4)CC2)nc2c1nnn2Cc1ccccc1F	8.7	2.8	5.8	-8.9	-4.2	0.4	2.3	-7.0	-0.6
8	CCc1noc(C)c1C(=O)NCCc1c[nH]c2ccccc12	0.7	-0.6	2.1	2.1	-4.3	2.5	1.9	-4.6	3.9
9	CCOC(=O)/C=C/COc1ccccc1[N+](=O)[O-]	-1.5	3.7	0.1	3.3	0.3	7.7	-1.4	-0.4	-3.1
10	CCCC(=O)Nc1c(-c2cccc(C)c2)c(=O)c2ccccc2n1C	7.4	6.0	4.4	2.7	-3.5	11.9	-1.5	0.6	4.7
11	N#CC1=C(N)OC2=C(C(=O)CCC2)C12CCC1(CC2)OCCO1	2.0	6.5	3.1	-12.1	8.1	-1.9	-0.8	0.1	7.2
12	O=C(O)c1ccn(CSc2cc(Cl)ccc2Cl)n1	22.9	17.1	-2.4	2.7	.	-2.0	2.7	-5.0	-1.5
13	O=C(CNC(=O)OCc1ccccc1)Oc1ccc2ccc(=O)oc2c1	-2.1	-0.2	5.8	-3.7	7.1	2.8	2.3	-5.1	6.3
14	O=C(N/N=C\c1ccncc1)c1ccccc1O	-1.5	-5.8	-0.6	3.0	-1.1	-4.6	-1.9	1.0	-0.1
15	Cc1nc(NC(=O)c2ccc(Cl)cc2)nc2cc3c(cc12)OCO3	-0.4	-0.4	-3.8	-1.8	1.7	13.5	-1.2	2.5	-5.3
16	COCCNc1ncnc2c1cnn2Cc1ccc(Cl)cc1	3.3	5.6	5.8	1.1	1.1	0.0	-0.9	-4.4	7.1
17	COc1ccc2c(c1)CCN1C2CCN2C(=O)CCC21 (stereo not given)	2.2	3.4	2.4	-0.1	4.2	11.1	1.8	-4.7	-0.3
18	COc1ccc(/C=N/NC(=O)Cn2cnc3ccccc3c2=O)cc1	-2.1	4.6	-1.6	-5.9	-1.3	10.1	-4.3	-2.0	4.7
19	COc1ccc2cc(C(c3nnnn3CCc3ccccc3)N3CCC(O)CC3)c(=O)[nH]c2c1 (stereo not given)	-0.8	-12.5	-44.5	-31.2	-25.3	-7.6	-16.6	-30.0	-6.2
20	CCCn1nc(C(=O)NCc2ccccn2)c2ccccc2c1=O	4.0	0.9	9.2	4.2	5.9	5.2	-1.5	-1.7	-0.1
21	CCc1nnc(NS(=O)(=O)c2ccc(N3C(=O)c4ccccc4C3=O)cc2)s1	2.0	0.5	2.7	12.5	5.1	15.3	7.6	-2.1	3.0
22	Cc1ccc(NC(=O)CSC(N)=O)cc1Cl	-1.7	2.5	-8.4	1.8	-17.2	5.2	-1.8	13.4	-5.2
23	CC(C)NC(=O)CN(c1cccc(Br)c1)S(C)(=O)=O	3.6	1.1	0.9	-5.2	-2.2	3.7	-1.6	2.4	1.6
24	N#CC(C#N)=C(N)Nc1cccc(Cl)c1	0.3	-5.3	1.7	0.4	5.5	6.5	-0.5	2.4	1.3
25	CCOc1ncccc1C(=O)OCc1c(Cl)cccc1Cl	1.4	-4.1	-10.1	3.3	5.8	2.8	-3.1	-3.1	8.2
26	O=C(OCC(=O)N1CCN(c2ccccc2)CC1)c1cc(Cl)ccc1[N+](=O)[O-]	4.0	6.0	10.1	16.9	8.4	3.6	5.5	6.0	1.9
27	Cc1ccc(NCc2cccnc2)cc1	1.1	7.5	4.6	-6.0	-4.6	8.4	3.0	-2.5	8.4
28	Cc1cccc(CSc2nc3c(cc2C#N)CCC3)c1	1.1	-1.9	4.0	-1.3	-0.5	7.2	-4.0	-6.5	2.9
29	CCOC(=O)c1c(C)nc2c(c1C)/C(=N/O)CC(C)(C)C2	1.3	8.9	7.2	7.1	2.4	0.0	3.2	8.5	2.2
30	COc1ccc(-c2cc(C(=O)OCC(=O)Nc3ccc4c(c3)OCO4)c3ccccc3n2)cc1	3.7	-8.1	6.2	-1.2	7.7	2.6	-12.2	-1.9	-6.7
31	Fc1ccccc1Nc1nc2ccccc2n2nnnc12	6.0	12.2	24.9	-4.4	11.8	4.4	-10.4	-4.2	10.0
32	CCSc1nc(-c2ccc(OC)cc2)cc(-c2ccc(OC)cc2)c1C#N	-2.1	-5.3	-1.9	-6.4	-1.5	-13.1	-4.0	-1.8	-9.8
33	c1ccc(OCc2nn3c(C4CCCCC4)nnc3s2)cc1	4.4	2.5	-3.8	3.4	-2.0	-0.1	-1.7	-2.1	1.5
34	Cc1ccc(-n2nc(C)c3c(C)c(CCC(=O)O)c(C)nc32)cc1	4.0	1.6	0.7	4.7	-10.2	1.1	-0.7	-3.9	1.1
35	NC(N)=Nc1nc2ccccc2o1	0.7	-0.2	-0.6	-7.0	4.7	1.1	-2.4	1.2	-1.8
36	COc1ccc(N(Cc2cc3ccccc3[nH]c2=O)S(=O)(=O)c2ccccc2)cc1	-0.4	-1.3	-3.6	0.1	1.6	-10.2	0.6	2.1	-2.7
37	CCOC(=O)C1(CCCc2ccccc2)CCN(C(=O)C2CCCN(C(N)=O)C2)CC1 (stereo not given)	2.8	-3.4	7.2	-2.0	-6.2	-1.0	-1.3	-1.6	4.7
38	O=C(c1ccccc1)N1CCN(S(=O)(=O)N2CCCCCC2)CC1	3.2	-6.0	-5.8	-2.9	0.7	-5.2	-0.2	-8.9	-3.8
39	O=C(Oc1ccc(Cl)cc1)c1ccc(COC(=O)c2cnccn2)cc1	4.4	-3.0	-2.3	11.6	1.8	-0.4	-2.4	1.0	-0.6
40	CCCCc1ccc(NC(=S)N2CCN(c3ccccn3)CC2)cc1	-1.7	-0.8	-3.6	-3.8	6.1	4.2	-1.9	-6.7	1.9
41	O=C(CC1C(=O)NCCN1Cc1ccc(F)cc1)NCCN1CCCc2ccccc21 (stereo not given)	-2.7	10.3	-4.7	0.7	2.7	0.2	1.0	2.1	-1.7
42	COc1ccc(Cn2nnnc2C(c2cc3ccc(OC)cc3[nH]c2=O)N2CCCCCC2)cc1 (stereo not given)	3.5	-4.1	5.6	8.6	3.5	4.5	-0.8	-3.3	4.5
43	CCOC(=O)C1CCN(Cc2coc3c(Cl)cc(Cl)cc3c2=O)CC1	1.1	-0.9	-3.8	-0.1	4.4	-0.6	-4.6	-0.1	-0.4
44	CN(CC(=O)Nc1cccc(F)c1)CC(=O)Nc1cccc2ccccc12	2.8	1.8	.	.	.	5.0	.	0.0	4.0
45	COc1ccc(-c2nnc(SCC(=O)c3cc(C)n(Cc4cccs4)c3C)o2)cc1	-0.5	4.0	-8.9	1.2	-2.5	-3.6	1.1	6.5	1.4
46	CC(C)CCNC(=O)C(CC(C)C)N(Cc1ccc2c(c1)OCO2)C(=O)c1snc(C(N)=O)c1N (stereo not given)	1.3	5.0	-0.9	3.7	1.7	8.3	-2.8	3.7	-1.8
47	CCc1ccccc1NC(=O)CN(C)C(=O)c1cc(C2CC2)nn1-c1ccccc1	0.8	-2.1	1.1	-0.3	.	0.6	1.7	0.7	-1.2
48	COCc1nnc(NC(=O)CCN2C(=O)c3ccccc3C2=O)s1	-1.3	-2.0	-3.0	4.7	0.4	-0.5	-2.0	-1.6	-4.1
49	CCN1C(=O)c2ccccc2Sc2ccc(C(=O)NCCC(C)C)cc21	3.5	2.9	-0.6	4.2	-7.4	3.2	-1.8	-3.1	1.4
50	CCC(CC)c1nnc(NC(=O)c2ccc3c(c2)OCO3)s1	2.8	-0.9	1.8	-3.0	1.9	-1.5	-1.2	-1.8	-0.3
51	CC(=O)c1cccc(NC(=O)CSc2nc3ccccc3c(=O)n2CCCN2CCOCC2)c1	5.6	5.7	.	.	.	-3.1	.	1.5	3.9
52	CCOC(=O)C1=C(CS(=O)(=O)c2ccc(C)c(C)c2)NC(=O)NC1c1ccc(O)cc1 (stereo not given)	2.2	5.4	0.4	-2.2	14.0	5.6	5.1	-1.4	2.2
53	CC(OC(=O)Cc1ccsc1)C(=O)Nc1ccc(Cl)cn1 (stereo not given)	3.6	5.9	0.3	-4.7	1.0	7.2	0.7	0.3	3.7
54	CCOC(=O)c1c(C)nc(C)c(C(=O)OCC)c1-c1cccc(N)c1	-1.9	-7.5	0.5	0.6	10.6	6.7	6.1	-6.2	0.0
55	Cc1ccc(C(=O)C2CCN(CC(=O)NC3CCCC3)CC2)cc1	5.1	-1.0	5.9	0.1	7.5	4.1	-0.9	3.3	2.6
56	CCOC(=O)C1CCN(C(=O)CCn2c(=O)c3cccn3c3cccnc32)CC1	1.6	1.2	2.6	5.0	0.8	9.3	5.3	-3.2	1.9
57	COc1ccc(N2CCN(C(=O)Cn3c(=O)[nH]c4ccsc4c3=O)CC2)cc1	0.7	9.6	-0.3	3.2	2.5	1.2	-1.0	-0.2	4.2
58	O=C(Nc1ccc(S(=O)(=O)Nc2ccccn2)cc1)c1cccc(Cl)c1	-0.8	-9.2	-9.2	-4.9	-0.3	1.6	-4.8	2.4	3.8
59	Cc1n[nH]c(C)c1S(=O)(=O)N1CCCC(C(=O)NCC2COc3ccccc3O2)C1 (stereo not given)	2.8	-4.4	-0.2	1.5	8.3	-4.2	-2.9	-2.9	0.2
60	O=C(CSc1nc2[nH]ncc2c(=O)[nH]1)N1CCCCC1	3.4	4.0	-4.0	-6.5	-7.8	-1.1	-3.7	3.1	1.1

The list continues:
entry	canonical_smiles	PAFAH1B2 inh	PAFAH2 FP inh	PME-1 primary	LYPLA2 inh	GSTO1 counter	PAFAH1B3 inh	LYPLA1 counter	PAD4 inh	pPAFAH inh
61	Nn1cc(-c2ccccc2)nc1SCC(=O)NCCc1ccccc1	2.3	-4.1	-5.2	3.5	7.9	0.8	-2.4	-2.0	1.1
62	O=C(CSc1ccc(Br)cc1)Nc1ccccc1Oc1ccccc1	6.9	-7.3	0.3	6.9	5.6	3.8	-0.3	2.5	10.0
63	CCN(CC)C1CCN(C(=O)c2cc(COc3ccc(-n4cncn4)cc3)on2)C1 (stereo not given)	-2.0	-5.9	-0.1	-3.8	3.7	4.0	0.1	-1.2	-5.1
64	CS(=O)(=O)c1ccc(NC(=O)CCCc2nc3ccccc3c(=O)[nH]2)cc1	-2.3	-4.8	-8.1	2.7	1.2	-0.2	3.0	-1.2	-1.1

High-throughput results as filed in PubChem BioAssay.
